GSTO1 counter = inhibitors of recombinant GSTO1, primary screen, counter-screen for RBBP9 inhibitor project, biochemical, fluorescence polarization; Glutathione S-transferase omega-1 (Homo sapiens), P78417; inhibition, % at 5.96 µM; AID 1974, 2009; activity-based probe fluorescence polarization; hit rate 1.1% among 300,000;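 active means inhibition above the campaign mean inhibition plus 3 SD, cut at about 35% in these data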;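 further: 0% = GSTO1-1 with DMSO and 100% = wells lacking GSTO1-1 enzyme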
PAD4 inh = human PAD4 inhibitors, primary screen, biochemical, fluorescence polarization, 1536-well format | Protein-arginine deiminase type-4 (Homo sapiens), Q9UM07 | recombinant PAD4, RCA probe fluorescence polarization | inhibition, % at 6.36 µM | hit rate 0.41% among 330,000 | AID 485272, 2010;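 active means percent inhibition above a cutoff equal to the mean of all tested compounds plus 3 SD, cut at about 15% in these data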;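 further: 0% = PAD4 with RCA probe and DMSO and 100% = probe without PAD4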
LYPLA2 counter = LYPLA2 inhibitors, primary screen, counter-screen for PME1 inhibitor project, biochemical, fluorescence polarization, FP-Rh probe ABPP; Acyl-protein thioesterase 2 (Homo sapiens), O95372; recombinant LYPLA2; inhibition, % at 5.9 µM; hit rate 0.38% among 320,000; AID 2177, 2009;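 active means inhibition above the screen-wide mean plus 3 SD, limit set per campaign, cut at about 26% in these data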;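 further: 0% = LYPLA2 with DMSO and 100% = wells lacking LYPLA2 enzyme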
PREPL inhibitor = PREPL enzyme inhibitors, primary screen, biochemical, fluorescence polarization | Prolyl endopeptidase-like (Homo sapiens), Q4J6C6 | recombinant PREPL, fluorescence polarization activity-based probe | inhibition, % at 5.96 µM | hit rate 0.68% among 320,000 | AID 2751, 2010; in the data active means inhibition above about 43%;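 further: 0% = enzyme with DMSO and 100% = wells lacking enzyme; many of its hits are not listed in these tables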
LYPLA1 inh = LYPLA1 inhibitors, primary screen, counter-screen for PME1 inhibitor project, biochemical, fluorescence polarization, FP-Rh probe ABPP; Acyl-protein thioesterase 1 (Homo sapiens), O75608; recombinant LYPLA1; inhibition, % at 5.9 µM; hit rate 0.16% among 320,000; AID 2174, 2009;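 active means inhibition above the mean of all tested compounds plus 3 SD, set per campaign, cut at about 14% in these data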;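 further: inhibitors block serine hydrolase probe labeling of LYPLA1 so polarization falls; 0% = enzyme with DMSO and 100% = wells lacking LYPLA1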
Target sequence (O75608 whole entry, looked up): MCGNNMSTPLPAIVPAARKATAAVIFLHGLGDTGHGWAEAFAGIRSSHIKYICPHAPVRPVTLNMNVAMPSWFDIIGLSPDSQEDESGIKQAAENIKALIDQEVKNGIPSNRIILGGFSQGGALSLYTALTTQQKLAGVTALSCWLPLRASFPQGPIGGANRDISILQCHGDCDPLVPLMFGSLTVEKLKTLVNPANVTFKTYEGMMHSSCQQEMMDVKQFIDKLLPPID
PAFAH1B3 FP inh = PAFAH1B3 enzyme inhibitors, primary screen, biochemical, fluorescence polarization, human. recombinant PAFAH1B3, FP-rhodamine probe. inhibition, % at 3.39 µM. hit rate 0.28% among 340,000;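 active means inhibition above the screen-wide average of all tested compounds plus 3 SD, cut at about 25% in these data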;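 further: 0% = enzyme with DMSO only and 100% = wells lacking PAFAH1B3 protein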
PAFAH2 FP inh = PAFAH2 enzyme inhibitors, primary screen, biochemical, fluorescence polarization, human; inhibition, % at 3.39 µM; hit rate 0.99% among 340,000; recombinant PAFAH2, FP-rhodamine activity probe;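 active means inhibition above the mean over all tested compounds plus 3 SD, cut at about 30% in these data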;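 further: inhibitors block probe labeling of enzyme so polarization drops; 0% = enzyme with DMSO and 100% = wells lacking PAFAH2 protein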
PAFAH1B2 FP inh = PAFAH1B2 enzyme inhibitors, primary screen, biochemical, fluorescence polarization, human; AID 492953, 2010; Platelet-activating factor acetylhydrolase IB subunit alpha2 (Homo sapiens), P68402; recombinant PAFAH1B2, FP-rhodamine activity probe; hit rate 1.2% among 340,000; inhibition, % at 3.39 µM;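 active means inhibition above the mean of all tested compounds plus 3 SD, cut at about 24% in these data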;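 further: 0% = enzyme with DMSO and 100% = wells lacking PAFAH1B2; many of its hits are not listed in these tables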
Target sequence (P68402 whole entry, looked up): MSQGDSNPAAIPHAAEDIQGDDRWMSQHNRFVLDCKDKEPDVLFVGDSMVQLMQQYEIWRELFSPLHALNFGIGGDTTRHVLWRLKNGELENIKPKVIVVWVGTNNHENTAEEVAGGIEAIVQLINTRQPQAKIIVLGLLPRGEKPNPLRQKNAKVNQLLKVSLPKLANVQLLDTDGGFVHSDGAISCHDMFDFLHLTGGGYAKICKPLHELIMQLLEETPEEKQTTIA
pPAFAH FP inh = pPAFAH enzyme inhibitors, primary screen, biochemical, fluorescence polarization, human; hit rate 1.5% among 330,000; Platelet-activating factor acetylhydrolase (Homo sapiens), Q13093; inhibition, % at 3.39 µM; AID 463082, 2010; recombinant pPAFAH, FP-rhodamine probe fluorescence polarization;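 active means inhibition above the mean inhibition across the screen plus 3 SD, cut at about 25% in these data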;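 further: inhibitors block binding of the rhodamine activity-based probe so polarization drops; 0% = enzyme with DMSO and 100% = wells lacking pPAFAH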
Target sequence (Q13093 whole entry, looked up): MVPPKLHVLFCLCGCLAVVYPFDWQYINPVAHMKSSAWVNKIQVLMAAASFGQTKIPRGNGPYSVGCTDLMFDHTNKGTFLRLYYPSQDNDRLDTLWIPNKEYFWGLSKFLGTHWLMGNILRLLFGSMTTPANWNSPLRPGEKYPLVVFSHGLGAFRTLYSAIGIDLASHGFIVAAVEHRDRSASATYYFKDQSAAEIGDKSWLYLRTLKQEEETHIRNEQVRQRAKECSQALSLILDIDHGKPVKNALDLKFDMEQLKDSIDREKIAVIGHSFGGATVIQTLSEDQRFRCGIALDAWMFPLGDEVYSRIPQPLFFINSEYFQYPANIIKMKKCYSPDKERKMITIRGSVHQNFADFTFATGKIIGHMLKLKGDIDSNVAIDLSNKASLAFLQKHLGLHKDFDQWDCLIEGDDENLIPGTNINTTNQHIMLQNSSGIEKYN
Numbers without * were called inactive; · = no result given. These rows are one share of the data; count on the stated rates, not on these rows.

SMILES	GSTO1 counter	PAD4 inh	LYPLA2 counter	PREPL inhibitor	LYPLA1 inh	PAFAH1B3 FP inh	PAFAH2 FP inh	PAFAH1B2 FP inh	pPAFAH FP inh
Cc1cccc(NC(=O)Cn2nnc3ccccc32)c1	-8	-2	10	2	4	-2	-1	0	0
Cc1ccc(NC2OC(CO)C(O)C2O)cc1[N+](=O)[O-] (configuration not stated)	4	-1	-2	-3	-1	0	-6	3	-1
O=C(N/N=C/c1ccc(OC(F)F)cc1OC(F)F)c1ccc(Br)cc1	-5	-5	-16	-2	-14	-5	-3	0	4
CCN1CCC(NC(=O)c2cc(OC)c(OC)cc2OC)CC1	7	1	2	6	0	7	-13	2	1
COC(=O)[C@@]12CCCCN1[C@H](c1ccc(-c3cc(C(C)=O)cs3)c(OC)c1)[C@H]1C(=O)N(C)C(=O)[C@H]12	-7	-2	-1	3	1	-4	4	0	4
C/C(=N\NC(=O)C1CC1c1ccccc1)c1ccc(C)s1 (configuration not stated)	-3	0	1	4	-3	5	0	6	7
O=C(NNC(=S)Nc1ccc(Cl)cc1Cl)C1CC1	-5	-7	5	12	-2	5	3	6	4
Cc1ccc(S(=O)(=O)N2CCN(CC(=O)N/N=C\c3ccncc3)CC2)cc1	2	1	0	3	-3	11	0	-2	5
Cc1cc(C)c(S(=O)(=O)Nc2nnc(C)s2)c(C)c1	3	-4	3	11	-1	9	-5	2	-1
CSc1cccc(NC(=O)Cn2cnc(S(=O)(=O)N3CCCC3)c2)c1	5	-4	8	-3	3	11	6	-7	4
COc1cc(C(=O)NCCOc2cc(C)cc(C)c2)c(Br)c(OC)c1OC	7	-4	6	11	1	0	-1	0	14
O=C(c1ccc(-c2ccccc2Cl)s1)N1CCOCC1	1	-1	-1	8	-1	8	8	3	4
O=C(NCCN1CCN(c2ccccc2F)CC1)C1c2ccccc2C(=O)N2CCc3ccccc3C12 (configuration not stated)	9	0	6	9	0	4	3	2	-3
NS(=O)(=O)c1ccc(CCNc2ccc(C(F)(F)F)cn2)cc1	6	-4	0	-4	-3	-5	5	0	3
COc1ccccc1CNS(=O)(=O)c1c(C(=O)N2CCCCCC2)c(C)n(C)c1C	4	0	1	2	-2	1	-1	4	5
COc1ccccc1C(C[N+](=O)[O-])c1c(N)n(C)c(=O)n(C)c1=O (configuration not stated)	4	2	1	-2	4	·	·	·	2
CN(c1ccccc1)S(=O)(=O)c1cccc(C(=O)NNC(=O)c2ccccc2)c1	4	2	7	-5	5	7	10	9	5
CCN(c1ccc(OC)cc1)S(=O)(=O)c1nnc(NC(=O)CC(C)C)s1	-25	4	-3	22	-2	1	2	9	4
CC(c1nc2ccccc2c(=O)[nH]1)N(C)c1ccc2ccccc2c1 (configuration not stated)	11	-15	1	3	-4	5	4	2	1
C/C(=N\NC(N)=S)c1ccc(-n2ccnc2)cc1	3	3	2	6	-2	5	-4	0	-1
Cc1cc(C)cc(N(C(=O)c2cccs2)C2C=CS(=O)(=O)C2)c1 (configuration not stated)	3	-3	3	-3	0	-15	2	1	3
CCN(CC(=O)Nc1c(F)cccc1F)C(=O)/C=C/c1ccc(C)cc1	·	-1	-3	5	-4	12	4	-2	3
Cc1ccc(OCCCC(=O)N(C)CC(=O)Nc2ccccc2Br)cc1	5	-5	4	11	1	3	-2	-3	-2
C/C(=N\NC(=O)c1ccc(-n2cnnn2)cc1)c1ccc(Cl)cc1	·	2	-2	5	2	5	8	0	-1
C=CCN(c1ccc(C(=O)N2CCN(c3ccc(F)cc3)CC2)cc1)S(C)(=O)=O	1	2	9	17	0	3	7	0	0
CCCS(=O)(=O)N1CCCC(C(=O)NCCCN(C)c2ccccc2)C1 (configuration not stated)	1	-1	5	3	2	-6	0	2	3
COc1ccc(/C=C/C(=O)OCC(=O)Nc2ccc(S(N)(=O)=O)cc2)cc1OC	2	-8	1	7	-1	-1	2	5	0
CNc1ccc(S(=O)(=O)NCC(=O)NCCCc2ccccc2)cc1[N+](=O)[O-]	-1	-4	10	10	6	12	11	8	-5
Cn1c(O)c(N=NC(=O)c2cc(-c3cccs3)nc3ccccc23)c2ccccc21	0	-4	2	7	4	0	-1	3	6
Nc1ccc(S(=O)(=O)Nc2nccs2)cc1	1	-6	-5	-4	-1	-2	-1	2	-7
CCN(CC)CCCNC(=O)C(C)n1c2ccccc2c2nc(=O)cc(C)n21 (configuration not stated)	5	0	-3	3	-4	3	-5	1	7
CCOC(=O)c1cccc(C2=CC(=O)C[C@H](c3ccc(Cl)cc3)C2)c1	·	-2	6	-65	2	-1	-6	7	0
Cc1ccc(C)c(C(=O)CN2C(=O)C(=O)N(C3CCCC3)C2=O)c1	·	3	7	21	3	6	-4	1	5
CCC(=O)Nc1c2c(nn1-c1ccc(F)cc1)CS(=O)(=O)C2	0	-2	-6	-9	0	11	-3	7	8
O=C(O)C1CCN(S(=O)(=O)c2ccc(N3CCCC3C(=O)O)c([N+](=O)[O-])c2)CC1 (configuration not stated)	13	8	-2	6	-1	-3	6	1	-2
COc1ccc(C(=O)NCCCSC)cc1OC1CCN(C(C)C)CC1	1	-1	2	-11	-2	13	-8	0	4
COCCNc1oc(COc2cccc(C)c2)nc1C#N	5	-6	0	0	4	13	2	2	4
COc1ccccc1N1CCN(Cc2cccs2)CC1	-3	-2	1	10	1	-1	0	2	0
CCOC(=O)c1cc2n(c1/N=C/N(C)C)-c1ccccc1C2=O	3	3	7	12	5	2	8	2	8
O=C1C(=O)N(CCCN2CCOCC2)C(c2ccc([N+](=O)[O-])cc2)/C1=C(\O)c1ccc2c(c1)OCCO2 (configuration not stated)	-1	-10	-1	-5	-1	-12	3	1	4
O=C(Cn1nnc(-c2cc(Cl)ccc2-n2cnnn2)n1)N1CCCc2ccccc21	-2	-9	-7	-14	-3	3	-10	4	-4
CCCCNCc1cc(Br)c(OCC(=O)N2CCOCC2)c(OC)c1	-4	2	1	-22	-1	6	-2	-1	-1
COc1ccc(S(=O)(=O)N2CCOC2CNC(=O)C(=O)NCc2ccccc2OC)cc1 (configuration not stated)	3	-3	4	14	-3	8	6	7	3
O=[N+]([O-])c1cc(S(=O)(=O)N2CCCC2)ccc1N/N=C/c1ccccn1	-2	6	2	1	0	12	-1	7	0
CC(=O)c1sc(NC(=O)c2ccccc2F)nc1C	-2	5	0	1	10	-2	0	-13	4
O=C(CCCCCn1c(SCc2ccncc2)nc2ccccc2c1=O)NCc1ccco1	0	-2	11	14	2	1	4	1	21
O=C(COC(=O)c1cnccn1)c1ccc(Cl)c([N+](=O)[O-])c1	11	-7	0	-1	0	-12	2	2	3
COc1ccc(NC2CCCN(C(=O)c3cccs3)C2)cc1 (configuration not stated)	-2	4	0	5	-4	10	4	-3	3
Nc1nncn1C(=O)c1c(Cl)cccc1Cl	0	-3	2	0	2	3	3	5	6
COC(=O)c1ccccc1NC(=O)c1cc(-c2ccco2)on1	3	-3	-3	3	-4	-15	-1	-7	5

A draw from above in order of molar mass, descending:
SMILES	GSTO1 counter	PAD4 inh	LYPLA2 counter	PREPL inhibitor	LYPLA1 inh	PAFAH1B3 FP inh	PAFAH2 FP inh	PAFAH1B2 FP inh	pPAFAH FP inh
COc1ccc(S(=O)(=O)N2CCOC2CNC(=O)C(=O)NCc2ccccc2OC)cc1 (configuration not stated)	3	-3	4	14	-3	8	6	7	3
O=C(COC(=O)c1cnccn1)c1ccc(Cl)c([N+](=O)[O-])c1	11	-7	0	-1	0	-12	2	2	3
Nc1nncn1C(=O)c1c(Cl)cccc1Cl	0	-3	2	0	2	3	3	5	6

Carrying on.
SMILES	GSTO1 counter	PAD4 inh	LYPLA2 counter	PREPL inhibitor	LYPLA1 inh	PAFAH1B3 FP inh	PAFAH2 FP inh	PAFAH1B2 FP inh	pPAFAH FP inh
CCOC(=O)c1ccccc1NC(=O)CSc1nnnn1C1CCCCC1	3	3	7	-3	-1	0	4	1	1
Cc1cc(F)ccc1NC(=O)C1CCN(S(=O)(=O)c2ccc3c(c2)CCCC(=O)N3)CC1	-2	0	8	15	0	2	-4	-6	1
CCC(=O)Nc1ccc(NC(=O)CSc2nnc(-c3ccc(O)cc3)n2CC2CCCO2)cc1 (configuration not stated)	6	4	0	-7	1	8	4	2	0
COc1ccc(CCN2CC(C(=O)NCCc3ccccc3)CC2=O)cc1OC (configuration not stated)	2	3	2	5	4	2	3	4	-1
CCn1c(SCC(=O)Nc2ccc(NC(C)=O)cc2)nnc1C1CC1	-1	1	5	7	-6	4	-3	6	3
COc1ccc(NC2CCCN(C(=O)CCC3=NNC(=O)CC3)C2)cc1 (configuration not stated)	1	-2	0	1	0	4	-3	3	0
CCc1cc2c3c(c(=O)oc2cc1OC(C)C(=O)O)CCCC3 (configuration not stated)	0	0	3	-3	1	-2	3	0	4
O=C(COC(=O)c1ccc(Sc2ccccc2)c([N+](=O)[O-])c1)NC1CCS(=O)(=O)C1 (configuration not stated)	4	-1	-4	18	-1	5	9	11	7
CCOc1cc(-c2noc(CCC(=O)N3CCOCC3)n2)ccc1OC	-2	-5	3	-3	-1	-2	-2	-3	5
CNC(=O)c1ccccc1NC(=O)c1c(O)c2c([nH]c1=O)CCCC2	5	-1	2	-3	-6	-3	1	3	-7
COc1ccc(N2CCN(S(=O)(=O)CCNC(=O)c3cc(=O)c4ccccc4o3)CC2)cc1	1	2	5	6	-3	4	6	4	-2
O=Cc1ccc(Sc2nnc(-c3ccccc3)o2)c([N+](=O)[O-])c1	23	24*	8	26	3	-4	11	7	4
COc1ccc(CNC(=O)CCCNS(=O)(=O)c2cccc3nonc23)cc1	8	-4	5	5	-1	-5	14	2	6
CCCN(CCC)c1nc2ccccc2nc1C(C#N)C(=O)OCCOC (configuration not stated)	19	2	10	3	4	1	5	6	0
Cc1cccc(NC(=O)C2NC(=O)CC2c2ccccc2)c1C (configuration not stated)	5	2	8	7	7	3	0	5	3
Cc1nc2oc3ccc(F)cc3c(=O)c2cc1C(=O)O	6	-6	-3	11	-4	2	7	1	3
CCOc1ccc(C(=O)NCC(=O)NCC(c2ccco2)N2CCCCC2)cc1 (configuration not stated)	·	-4	-6	8	-1	10	-3	-2	2
COc1cc(NC(=O)CSc2nnnn2Cc2ccc3c(c2)OCO3)cc(OC)c1	-3	-3	7	8	0	4	-5	1	5
CCN(CC)S(=O)(=O)c1ccc(C(=O)NC2=NCCS2)cc1	6	-1	-5	0	0	5	-15	-1	6
Oc1ccc(NC(=S)Nc2ccc(O)cc2)cc1	5	15	3	13	4	5	6	2	14
COc1ccc(Cl)cc1NC(=O)CN(C)C(=O)C1CC(=O)N(Cc2ccc(C)cc2)C1 (configuration not stated)	7	-2	6	18	1	5	0	2	2
O=C(C1CCN(S(=O)(=O)N2CCCCC2)CC1)N1CCCCC1	-4	-6	3	-3	2	7	-6	2	5
COc1ccccc1NC(=O)C1CCN(C(=O)NCc2ccccc2)CC1	2	-2	3	7	5	8	6	5	32*
CC1(CCc2ccccc2)NC(=O)N(CC(=O)Nc2c(F)cccc2F)C1=O (configuration not stated)	·	1	·	1	·	6	2	9	2

High-throughput results (PubChem)
